Screening results from PubChem BioAssay.
Fam108B counter: counter-screen for RBBP9 inhibitors: inhibitors of mouse Fam108B. recombinant Fam108B, FP-Rh probe fluorescence polarization. inhibition, % at 9.51 µM. hit rate 0.33% among 300,000. AID 1947;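 active = inhibition above the screen mean inhibition plus 3 SD, computed separately per campaign, cut at about 18% in these data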;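 note: inhibitors lower polarization as less probe binds the enzyme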
PAFAH1B3 inh: blocks human PAF acetylhydrolase 1B catalytic subunit 3; Q15102; recombinant PAFAH1B3, FP-rhodamine probe, fluorescence polarization; inhibition, % at 3.39 µM; hit rate 0.28% among 340,000; AID 492972;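 active = inhibition above the screen-wide average of all tested compounds plus 3 SD, cut at about 25% in these data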;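 note: 0% = enzyme with DMSO only and 100% = wells lacking PAFAH1B3 protein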
PME-1 inh: blocks human protein phosphatase methylesterase 1. hit rate 0.53% among 320,000. AID 2130. recombinant PME-1, FP-Rh probe fluorescence polarization. inhibition, % at 5.9 µM;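 active = inhibition above the campaign mean of all compounds plus 3 SD, cut at about 26% in these data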;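 note: competitive labeling of PME-1 active site by serine hydrolase directed probe; 0% = PME-1 with DMSO and 100% = wells lacking PME-1 enzyme; inhibitors block probe labeling so polarization falls and inhibition rises; many of its hits are not listed in these tables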
pPAFAH inh: pPAFAH (human) enzyme inhibition; recombinant pPAFAH, FP-rhodamine probe fluorescence polarization; inhibition, % at 3.39 µM; hit rate 1.5% among 330,000; AID 463082;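 active = inhibition above the mean inhibition across the screen plus 3 SD, cut at about 25% in these data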;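 note: inhibitors block binding of the rhodamine activity-based probe so polarization drops; 0% = enzyme with DMSO and 100% = wells lacking pPAFAH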
LYPLA1 counter: blocks human lysophospholipase 1, a PME1 counter-screen; AID 2174; recombinant LYPLA1, FP-Rh probe fluorescence polarization; O75608; inhibition, % at 5.9 µM; hit rate 0.16% among 320,000;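 active = inhibition above the mean of all tested compounds plus 3 SD, set per campaign, cut at about 14% in these data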;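 note: inhibitors block serine hydrolase probe labeling of LYPLA1 so polarization falls; 0% = enzyme with DMSO and 100% = wells lacking LYPLA1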
PAD4 inh: blocks human protein arginine deiminase 4. hit rate 0.41% among 330,000. AID 485272. Q9UM07. recombinant PAD4, RCA probe fluorescence polarization. inhibition, % at 6.36 µM;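 active = percent inhibition above a cutoff equal to the mean of all tested compounds plus 3 SD, cut at about 15% in these data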;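 note: 0% = PAD4 with RCA probe and DMSO and 100% = probe without PAD4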
Target sequence (Q9UM07 whole entry, looked up): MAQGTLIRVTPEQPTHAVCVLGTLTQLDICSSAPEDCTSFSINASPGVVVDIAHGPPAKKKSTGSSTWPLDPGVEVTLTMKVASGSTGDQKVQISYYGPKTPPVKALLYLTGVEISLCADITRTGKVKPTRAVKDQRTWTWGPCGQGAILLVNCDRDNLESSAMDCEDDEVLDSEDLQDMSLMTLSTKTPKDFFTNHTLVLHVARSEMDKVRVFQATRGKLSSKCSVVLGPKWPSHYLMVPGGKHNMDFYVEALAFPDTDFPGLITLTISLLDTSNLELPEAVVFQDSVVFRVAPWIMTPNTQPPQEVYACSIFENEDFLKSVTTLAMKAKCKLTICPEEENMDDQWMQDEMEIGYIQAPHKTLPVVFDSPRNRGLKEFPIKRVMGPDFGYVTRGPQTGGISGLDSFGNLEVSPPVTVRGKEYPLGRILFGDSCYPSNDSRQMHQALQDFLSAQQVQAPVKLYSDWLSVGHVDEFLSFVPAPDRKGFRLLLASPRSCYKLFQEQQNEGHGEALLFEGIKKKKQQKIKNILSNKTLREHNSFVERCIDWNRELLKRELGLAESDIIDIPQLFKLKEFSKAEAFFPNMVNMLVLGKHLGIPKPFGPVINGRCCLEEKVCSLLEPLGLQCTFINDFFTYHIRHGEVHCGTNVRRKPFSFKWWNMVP
GSTO1 counter: GSTO1 inhibition, counter-screen for RBBP9 inhibitors. P78417. inhibition, % at 5.96 µM. recombinant GSTO1, activity-based probe fluorescence polarization. hit rate 1.1% among 300,000;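 active = inhibition above the campaign mean inhibition plus 3 SD, cut at about 35% in these data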;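 note: 0% = GSTO1-1 with DMSO and 100% = wells lacking GSTO1-1 enzyme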
PAFAH1B2 inh: inhibitors of human PAFAH1B2; P68402; inhibition, % at 3.39 µM; AID 492953; recombinant PAFAH1B2, FP-rhodamine activity probe, fluorescence polarization; hit rate 1.2% among 340,000;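 active = inhibition above the mean of all tested compounds plus 3 SD, cut at about 24% in these data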;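 note: 0% = enzyme with DMSO and 100% = wells lacking PAFAH1B2; many of its hits are not listed in these tables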
Target sequence (P68402 whole entry, looked up): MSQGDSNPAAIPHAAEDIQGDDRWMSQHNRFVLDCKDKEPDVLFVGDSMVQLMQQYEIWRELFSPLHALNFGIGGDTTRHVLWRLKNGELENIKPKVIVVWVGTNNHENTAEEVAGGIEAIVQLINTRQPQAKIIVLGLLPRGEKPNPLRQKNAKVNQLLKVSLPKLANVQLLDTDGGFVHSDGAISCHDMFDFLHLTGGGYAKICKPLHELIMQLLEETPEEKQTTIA
PAFAH2 FP inh: inhibitors of human PAFAH2. Q99487. recombinant PAFAH2, FP-rhodamine activity probe, fluorescence polarization. inhibition, % at 3.39 µM. hit rate 0.99% among 340,000. AID 492956;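 active = inhibition above the mean over all tested compounds plus 3 SD, cut at about 30% in these data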;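 note: inhibitors block probe labeling of enzyme so polarization drops; 0% = enzyme with DMSO and 100% = wells lacking PAFAH2 protein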
* hit, by the source's call; nt = no result given; & = joins results of further samples.

Results follow in this order: PAFAH1B3 inh, GSTO1 counter, PAFAH2 FP inh, Fam108B counter, PME-1 inh, PAD4 inh, LYPLA1 counter, PAFAH1B2 inh, pPAFAH inh
#1 O=C(/C=N/NC(=O)c1ccc(Cl)cc1Cl)c1ccccc1
  2, 9, 4, 0, 4, 3, -7, 9, -1
#2 COc1cccc(-c2nc(CS(=O)(=O)CC(=O)Nc3cccc(C(C)=O)c3)c(C)o2)c1
  7, -4, 5, -1, 5, 6, -4, 3, 2
#3 O=C(c1ccccc1)N1CCN(C2CC3CCC2C3)CC1 (centres undefined)
  0, -2, -2, 8, 4, -2, -1, 0, 2
#4 O=C(OCCCc1cc2ccccc2c(=O)o1)c1ccccc1C(F)(F)F
  4, nt, -3, nt, 2, 0, -1, -5, 0
#5 O=C1CSCC(=O)N1c1ncc(C(F)(F)F)cc1Cl
  -2, 11, -8, 0, 4, -4, 0, -2, 0
#6 Cc1ccc(N(CCO)C(=S)Nc2ccccc2)cc1
  7, 1, 0, -1, 1, 3, -2, 7, -1
#7 Cn1c(=O)oc2cc(S(=O)(=O)Nc3cccc(F)c3)ccc21
  9, 4, 4, 0, 3, -4, 2, 3, 12
#8 COc1cc(C2Nc3cc(C)c(C)cc3NC3=C2C(=O)CC(C)(C)C3)ccc1OC(C)=O (centres undefined)
  3, 2, -2, 0, -4, 0, -1, 1, 2
#9 COCCCNC(=O)Cn1nc(-c2cccc(OC)c2)ccc1=O
  6, 2, -4, 3, 5, 1, -4, -4, 2
#10 CCc1nccn1S(=O)(=O)c1cc(OC)c(Cl)cc1OC
  2, -2, -3, 0, 1, -6, 1, 5, 2
#11 CCN(CC)c1ccc(/C=C/c2cc(-c3ccccc3)c3ccccc3n2)cc1
  4, -16, -5, -6, 4, -56, -5, -2, 25*
#12 COc1ccc(NC(=O)CC2C(=O)N(C)C(=S)N2Cc2ccco2)cc1 (centres undefined)
  8, 9, 5, 4, 1, -10, -1, 0, -4
#13 COc1ccc(S(=O)(=O)Nc2ccccc2C(N)=O)cc1OC
  nt, -1, nt, 3, 5, 2, 2, nt, 0
#14 COc1ccc(OC)c(N(CC(=O)N2CCN(Cc3ccccc3)CC2)S(C)(=O)=O)c1
  1, 4, 4, 5, 1, 2, -3, 3, -4
#15 O=S(=O)(Nc1nc2ccccc2nc1NCC1CCCO1)c1ccccc1 (centres undefined)
  -6, 0, -2, -1, -3, 1, -2, 0, 8
#16 CCOC(=O)C(NC(=O)Nc1ccc(Cl)cn1)(Oc1ccccc1)C(F)(F)F (centres undefined)
  2, -1, -4, -1, -1, 1, 1, 3, 7
#17 Cc1ccc(C(=O)Oc2ccccc2N2C(=O)C3CCC(C)CC3C2=O)cc1 (centres undefined)
  6, -4, 3, 2, 4, -2, -3, 13, 1
#18 Cc1cc(C)c2oc(C(=O)NC3CCS(=O)(=O)C3)cc(=O)c2c1 (centres undefined)
  6, 3, 0, 2, 0, 7, 2, 4, 2
#19 O=C(OCc1cccc(Cl)c1)c1cc([N+](=O)[O-])ccc1N1CCOCC1
  2, -7, 3, 1, 5, 1, 3, 6, 6
#20 CCOc1ccc(NC(=O)CSc2n[nH]c(N)n2)c([N+](=O)[O-])c1
  -7, 11, 5, -1, 6, -3, 3, 1, -3
#21 CCOC(=O)c1nnc(-c2ccccc2)nc1Sc1c(Cl)cccc1Cl
  0, -16, 12, -3, -3, 2, -10, -3, -18
#22 COc1ccc(N2CC(C(=O)NNC(=O)c3ccc(Br)cc3)CC2=O)c(OC)c1 (centres undefined)
  11, 0, -2, -2, -4, 2, -2, 2, 4
#23 CCOC(=O)Cn1nc(C)c(NC(=O)COc2ccccc2)c1C
  0, 1, 0, 0, 5, 0, -4, 3, -2
#24 O=C(Nc1ccccc1C(F)(F)F)N1CCCC(O)C1 (centres undefined)
  -5, 8, 9, 4, -3, 3, -4, 2, -1
#25 COC(=O)C1=C(C(=O)OC)[C@@H]2N(C)c3ccc(OC)cc3[C@@]23C[C@@H](C(=O)OC)N(S(=O)(=O)c2ccc([N+](=O)[O-])cc2)C3=N1
  -2, 8, 0, 6, 5, -1, -4, 5, 3
#26 Cc1ccc(-c2csc(NC(=O)CSC3=NCCS3)n2)cc1
  8, -14, -3, -3, 2, 20*, -7, -3, 2
#27 Cc1cc(C)cc(NC(=O)NCc2ccccn2)c1
  9, 0, 0, -2, -2, -1, -1, 0, 1
#28 COC1C/C(=N\O)C2OC(c3ccccc3)OCC2O1 (centres undefined)
  1, -1, -5, 5, -8, -5, 5, 8, 1
#29 CCOc1ccc(C(=O)Nc2cc(C)c3c(=O)oc4ccccc4c3n2)cc1
  0, -1, -9, -1, -5, -4, -1, 0, -2
#30 c1nc(NCc2ccc3c(c2)OCO3)c2cc(-c3ccc4c(c3)OCCO4)ccc2n1
  -7, nt, -36, nt, nt, -2, nt, -10, -4
#31 CCN(CC)S(=O)(=O)c1cccc(C(=O)Nc2cc(C)cc(C)c2)c1
  -2, -12, -1, -2, -11, -7, -8, -1, -6
#32 CSc1nsc(/C=C/Nc2ccc(C(=O)O)cc2)c1C#N
  -1, 14, -2, 5, 8, -9, -4, -1, 5
#33 Cc1ccc(NC(=S)NCCc2ccc(Cl)cc2)c(C)c1
  13, 5, 8, 3, 17, 2, 2, 25*, 5
#34 CC(C)CCN1C(=O)c2ccccc2C1C(=O)NCc1cccnc1 (centres undefined)
  7, 1, 1, 1, 3, 3, 1, 9, -4
#35 COc1ccc(C(=O)N2CC3(CC(c4ccc(Cl)cc4)=NO3)C[C@H]2C(=O)NCC(N)=O)cc1 (some centres undefined)
  3, 12, -8, -1, 2, -6, 6, 4, 5
#36 CC(C)(C)OC(=O)N[C@@H](C(=O)OC(C)(C)C)c1ccccc1
  0, nt, 11, nt, -1, -1, -2, -2, -2
#37 CN(C)C(=O)c1ccc(-c2cc3onc(-c4ccccc4)c3c(=O)n2C)cc1
  -3, nt, -3, nt, nt, 5, nt, 0, 5
#38 C=CC(C)(O)CCC=C(C)C (centres undefined)
  6, -3, -1, -1, -5, -3, 0, -3, 1
#39 O=c1c(Cc2c(F)cccc2Cl)c(O)ccn1C1CC1
  -1, 6, 2, 5, -3, 0, 2, 6, -2
#40 Cc1nc(SCC(=O)N(C)C2CCS(=O)(=O)C2)c(C#N)c(C)c1C (centres undefined)
  6, nt, 2, nt, 2, 2, 2, 5, -2
#41 CCC(C)C(=O)Nc1nnc(SCC(=O)Nc2ccccc2F)s1 (centres undefined)
  13, -1, -1, 0, -4, 2, -2, 4, 2
#42 S=C(NCc1ccc(Cl)cc1Cl)Nc1ccccc1
  -4, 0, 1, -7, 7, -3, -3, 6, 33*
#43 CC[n+]1cccc(-c2nc3ccccc3s2)c1
  2, 10, -2, 4, -4, 0, 5, -1, 2
#44 Cn1nnnc1SCc1cc(=O)[nH]c2ccccc12
  7, 1, 7, -3, 2, -1, -3, 0, -1
#45 Cc1ccc(C2=NC(C)(C)NC2=O)cc1
  -4, 6, -1, 2, 7, 0, -1, -3, -10
#46 CSc1nc2nccc(-c3ccc4c(c3)OCO4)n2n1
  5, -7, -5, 2, 0, -8, -2, 1, 1
#47 Cc1ccc(NC(=O)Cn2cc3c(n2)CCC(C)C3)cc1 (centres undefined)
  7, 8, -3, -1, -1, -1, -4, 12, -5
#48 Cc1ccccc1-c1nc(-c2ccc(NC(=O)c3ccc4c(c3)OCO4)cc2)no1
  -39, 2, -58, -57, -8, 0, -3, -20, -3
#49 CCOCCCNC(=O)/C(C#N)=C/c1cc(C)c(O)c(C)c1
  14, -9, 3, 4, -4, 1, 1, 9, 2
#50 Cc1c(OCC(=O)NCc2ccccn2)ccc2c(-c3ccccc3)cc(=O)oc12
  10, -3, 5, 1, 0, 0, 2, 2, -3

The results go on:
Results follow in this order: PAFAH1B3 inh, GSTO1 counter, PAFAH2 FP inh, Fam108B counter, PME-1 inh, PAD4 inh, LYPLA1 counter, PAFAH1B2 inh, pPAFAH inh
#51 O=C(Nc1ccc(SC(F)F)cc1)C1=COCCO1
  6, 2, 0, 0, -4, 12, -1, 0, -6
#52 CCOC(=O)[C@H]1[C@H]2COc3cc(OC)ccc3[C@@H]2N2C(=O)c3ccc(C)cc3NC(=O)[C@@]12C
  7, 8, 3, 0, -1, -2, -3, 0, 1
#53 Cc1ccc(C)c(S(=O)(=O)Nc2ccc(-n3cnnn3)cc2)c1
  3, nt, 2, nt, nt, 1, nt, 10, 1
#54 COc1cc(C(=O)OC(C)CN2CCCCC2)cc(OC)c1OC (centres undefined)
  4, 3, 9, 5, -3, -5, -1, 6, 0
#55 O=C(CCc1ccncc1)NC1CCCc2c1cnn2-c1ccc(F)cc1F (centres undefined)
  3, -8, -1, 5, 1, -3, 4, 6, 4
#56 CCOC(=O)Cc1csc(SC(C)C(=O)Nc2ccc(NC(C)=O)cc2)n1 (centres undefined)
  6, -2, -4, -2, 4, -2, -1, 2, 1
#57 C=CCn1c(SCC(=C)C)nc2c1c(=O)[nH]c(=O)n2C
  -5, 9, -2, 0, -4, 4, 4, 0, 1
#58 O=C(CSc1cc(Cl)ccc1Cl)NCCCn1ccnc1
  5, -3, 0, 3, 2, 4, -1, 0, 6
#59 CC(=O)Nc1ccc(SCC(=O)Nc2ccc3c(c2)OCCO3)cc1
  5, nt, 5, nt, nt, 5, nt, 9, 3
#60 O=C(c1cccc(C(F)(F)F)c1)C1CCCN(C(=O)CCCN2CCCC2=O)C1 (centres undefined)
  -2, 4, 1, 0, -4, 0, -1, 5, 2
#61 O=C(COc1cccc2cccnc12)N/N=C1\SCC(=O)N1Cc1ccccc1
  1, -2, 1, -4, 3, -8, 2, 2, -5
#62 CCOc1ccc(N(Cc2cc3ccc(C)cc3[nH]c2=O)S(C)(=O)=O)cc1
  2, -3, -1, -2, 3, -5, -21, 6, 5
#63 CC(=O)Nc1ccc(S(=O)(=O)N2CCC(C(=O)NC3CCCC3)CC2)cc1
  0, 1, -3, 0, -2, -2, -3, -1, -1
#64 Cc1cc(C(=O)C(=O)NC(C)C)c(C)n1-c1ccc([N+](=O)[O-])cc1
  11, -2, -4, -6, 1, -1, 0, 2, 3
#65 CC(=O)c1cccc(NC(=O)CCCN(C)S(=O)(=O)c2ccc(F)cc2)c1
  -2, 2, 6, 4, -5, 2, 4, 0, -2
#66 Cc1ccccc1NC(=O)CSc1nnc2ccc(-c3ccncc3)nn12
  6, 0, 6, -2, 4, -9, -3, 1, 4
#67 CN(C)CCOC(=O)C1(c2ccccc2)CCOCC1
  2&-2, 2&4, -1&-6, -5&0, 3&3, 4&-3, 2&1, 4&1, 1&0

Not all compounds are listed. The share of hits here may be higher or lower than overall.
